# ST2 inh – blocks human ST2 binding to IL-33; Q01638; AlphaLISA ST2-Fc/biotin-IL-33 interaction, 1 h; inhibition, % for hits at 17 µM; actives 2.3% (n = 78,000); AID 1259354; in the data active = inhibition above about 30%; inconclusive = mostly about 10% to 28%
# Target sequence (Q01638 whole entry, looked up): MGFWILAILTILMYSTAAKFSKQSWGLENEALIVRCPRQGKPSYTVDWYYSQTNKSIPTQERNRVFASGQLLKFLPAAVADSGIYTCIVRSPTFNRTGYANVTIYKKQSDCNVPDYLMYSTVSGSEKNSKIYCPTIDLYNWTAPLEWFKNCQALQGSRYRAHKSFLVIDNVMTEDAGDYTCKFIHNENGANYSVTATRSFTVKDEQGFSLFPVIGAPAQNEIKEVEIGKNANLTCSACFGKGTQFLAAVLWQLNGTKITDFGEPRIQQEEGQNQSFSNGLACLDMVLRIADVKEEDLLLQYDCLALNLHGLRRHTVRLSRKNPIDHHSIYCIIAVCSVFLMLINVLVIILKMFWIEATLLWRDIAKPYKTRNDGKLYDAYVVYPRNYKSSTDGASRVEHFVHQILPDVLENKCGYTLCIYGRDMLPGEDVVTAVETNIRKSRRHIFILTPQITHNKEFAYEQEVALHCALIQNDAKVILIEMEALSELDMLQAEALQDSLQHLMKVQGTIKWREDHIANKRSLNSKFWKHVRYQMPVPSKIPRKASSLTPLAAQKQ
# Active calls of the source: *; i = inactive; ? = inconclusive. An excerpt; rates above refer to the full screens.
# Start of the data: the first 4 entries, ahead of the listing:
SMILES,ST2 inh
Cc1sc2ncnc(Nc3cccc(C(=O)O)c3)c2c1C,i
CC1CCCCN1CCNS(=O)(=O)c1cccc2cccnc12 (stereo unspecified),i
O=C(O)c1ccc2c(c1)N(Cc1ccc(Cl)cc1)C(=O)c1ccccc1S2,i
COc1ccc2nc3oc(C(=O)N4CCCC(C)C4)cc3cc2c1 (stereo unspecified),i

# The list itself (from the top)
SMILES,ST2 inh
Cc1sc2ncnc(Nc3cccc(C(=O)O)c3)c2c1C,i
CC1CCCCN1CCNS(=O)(=O)c1cccc2cccnc12 (stereo unspecified),i
O=C(O)c1ccc2c(c1)N(Cc1ccc(Cl)cc1)C(=O)c1ccccc1S2,i
COc1ccc2nc3oc(C(=O)N4CCCC(C)C4)cc3cc2c1 (stereo unspecified),i
CCOC(=O)c1[nH]c2ccccc2c1NC(=O)c1cccs1,?
O=C(Nc1nnc(COc2ccc(Cl)cc2)s1)C1CCCCC1,i
Cc1ccc(-c2nc3cccnc3o2)cc1NC(=O)c1cccc([N+](=O)[O-])c1C,i
CC(NC(=O)c1cnc2n(c1=O)CCS2)c1ccccc1 (stereo unspecified),i
O=C(Nc1ccc(F)cc1F)c1cc(-c2ccco2)on1,i
COc1ccc(Cl)cc1N1C(=O)C2CCCN2C1c1ccc(SC)cc1 (stereo unspecified),i
O=C(CSc1nc(-c2ccc3c(c2)OCO3)nc2cc(=O)[nH]n12)NCCc1ccccc1,i
COc1ccccc1Nc1nc(C2(C)CC(CC(C)C)C(=O)O2)cs1 (stereo unspecified),i
COc1ccccc1OC1CCN(C(=O)Cn2nnnc2CN(C)C(C)C)CC1,i
c1cncc(CN(Cc2ccc3nsnc3c2)CC2CCCN(C3CCCCC3)C2)c1 (stereo unspecified),i
CC1=C[C@@H](CO)[C@H](C(C)C)C[C@H]1Cc1nnc(C)o1,i
COc1ccccc1NC(=O)C(=O)NC1CCCCCC1,i
COc1cc(NC(=O)CCCn2nc([N+](=O)[O-])c(Cl)c2C)c(OC)cc1Cl,i
CCCc1nc(C(=O)NCc2cnn3ccccc23)cs1,?
COc1ccc(C)cc1NC(=O)c1cc(C(=O)Nc2cc(C)ccc2OC)n(C)n1,?
Cc1cc(C)c(S(=O)(=O)N=C2C=CC(=O)C=C2)cc1C,?
Cc1ccc(-n2c(SCC(=O)Nc3ccc([N+](=O)[O-])cc3)nc3c(c2=O)SCC3)cc1,36%*
N#CC1=C(N)OC2=C(C(=O)CCC2)C1c1cccs1 (stereo unspecified),i
CCCn1ncc(C(=O)N(CC)Cc2noc(C)n2)c1C,i
COc1cccc(CN2CCCN(C)CC2)c1,i
O=S1(=O)CCC(S(=O)(=O)Nc2c(F)c(F)c(F)c(F)c2F)C1 (stereo unspecified),i
CC(C)c1cc(C2CCN(C(=O)[C@@]34CC[C@@](C)(OC3=O)C4(C)C)CC2)[nH]n1,i
COc1ccccc1OCc1cc(C(=O)N(C)Cc2cc(C)no2)n[nH]1,i
Cc1cc(C)cc(N2CCC(N3C[C@H](O)[C@@H](N4CCN(C)CC4)C3)CC2)c1,i
CCOc1ccc(C(=O)N2CCC3(CCNC(=O)CC3)CC2)cc1OCC,i
COC(=O)c1ccc(CNC(=O)Cc2csc(C(C)=O)c2)cc1,i
Cc1ccccc1OCC(=O)n1nnc2ccccc21,i
Cc1[nH]nc2c1C(c1cccc(Cl)c1)C1=C(CC(C)(C)CC1=O)N2 (stereo unspecified),i
COCCn1c(CNS(=O)(=O)c2ccc(C(C)(C)C)cc2)nc2cccnc21,?
Cc1ccc(OCC(=O)Nc2cccc(C(=O)Nc3ccccc3C(=O)O)c2)cc1,i
CC1(C)CC(=O)C2=C(C1)OC(N)=C(C#N)C2c1cc([N+](=O)[O-])cs1 (stereo unspecified),i
Cc1cc2cc(O)cc(O)c2c(=O)o1,i
COC(=O)C1=NNC2C(=O)N(c3ccc(C)cc3C)C(=O)C12 (stereo unspecified),i
CN(CCc1ccccc1)[C@@H]1[C@H](O)[C@H](CO)O[C@@H]1CNC(=O)c1ccc(C(F)(F)F)cc1,i
CC1=C(C(=O)Nc2ccccc2)C(c2ccncc2)n2nc(SCc3ccccc3)nc2N1 (stereo unspecified),?
COc1ccc(C2=N/C(=C\c3ccc(C)o3)C(=O)O2)cc1OC,?
O=C(c1cc(=O)c2ccccc2[nH]1)N1CCOC(CCc2ccccc2)C1 (stereo unspecified),i
COc1cc(C2C(C#N)=C(C)NC3=C2C(=O)CC(C)(C)C3)ccc1OCCO (stereo unspecified),i
COC(=O)c1ccc(OC(=O)Cn2cnc3sc4c(c3c2=O)CCCC4)cc1,i
CC(=O)c1ccc(NC(=O)c2cc(C)on2)cc1,i
CCO[C@H]1COC[C@@H]1NC(=O)c1occc1C,i
Cc1nc(C)c(-c2csc(NCc3ccco3)n2)s1,?
Cc1cccnc1N1CCN(Cc2cc(C(C)C)no2)CC1,i
Cc1cccc(N(CC(=O)N2CCC[C@H]2C(=O)O)S(C)(=O)=O)c1,i
Cc1ccc(NC(=O)Cn2c(-c3ccccc3F)nc3ccccc3c2=O)c(C)c1,i
CCOC(=O)C1=C(C)Nc2nc(SC)nn2C1c1ccc(C)cc1 (stereo unspecified),i
# Next compounds follow.
SMILES,ST2 inh
Cc1ccc(-c2noc([C@@H]3C[C@H](NS(=O)(=O)c4ccc5ccccc5c4)CN3C)n2)cc1,?
CC1CCc2cc(F)ccc2N1C(=O)c1ccc([N+](=O)[O-])cc1 (stereo unspecified),i
CC(=O)c1cccc(CN(C)C(C)c2cccnc2)c1 (stereo unspecified),?
O=C1Nc2ccccc2C12CCCN(c1nnnn1-c1ccccc1)C2 (stereo unspecified),?
CCOc1ccc(C2C(C#N)=C(N)OC3=C2C(=O)CC(c2ccccc2)C3)cc1 (stereo unspecified),i
O=S(=O)(c1ccccc1)n1cccn1,i
COc1cc(C=O)ccc1OCCOc1c(C)cc(C)cc1Br,i
O=c1c(Oc2ccccc2Br)coc2cc(OCc3ccccc3)ccc12,?
Cc1cccc(C)c1NS(=O)(=O)c1ccc2[nH]c(=O)c(=O)[nH]c2c1,i
COc1ccc(C2=NN(C(=O)c3ccc(Br)o3)C(c3ccccc3)C2)cc1OC (stereo unspecified),?
CCc1ccc(Nc2ncnc3c2cnn3-c2ccccc2)cc1,i
COc1ccc(Br)c2c1-c1nc(NC(C)=O)sc1C2,i
Cc1ccc(NC(=O)c2cc3c(=O)n4cccc(C)c4nc3n2C)cc1,?
Cc1cccc(-n2ncc3c(N4CCc5ccccc54)ncnc32)c1,i
Cc1ccc(Cn2c(CCNC(=O)Nc3cc(C)ccc3C)nc3cccnc32)cc1,?
O=C(O)CCC(=O)Nc1ccc(-c2ccc([N+](=O)[O-])cc2)cc1,i
CCCS(=O)(=O)c1c(S(=O)(=O)CCC)c2cnccn2c1C(=O)c1ccc(CC)cc1,i
CCC(CC)C(=O)NC[C@H]1O[C@@H](CC(=O)N2CCN(c3ccccc3)CC2)[C@H](O)[C@@H]1O,i
O=C1C2C(C(=O)N1c1ccccc1F)[C@H]1C=C[C@@H]2CC1 (stereo partly specified),i
Cc1cccn2c(=O)c3cc(C(=O)Nc4cccc(Cl)c4)n(C)c3nc12,i
CC(=O)N1N=C(c2ccc(C(C)(C)C)cc2)OC12CCCC2,i
CC(=O)N=c1sccn1CC(O)c1ccccc1 (stereo unspecified),i
COc1cc(/C=C/c2c([N+](=O)[O-])c(=O)n(C)c(=O)n2C)ccc1OCc1ccccc1,i
Cc1cccc(NC(=O)c2ccc(=O)n(Cc3ccc(F)cc3)c2)c1,i
O=C(CN1C(=O)/C(=C\c2ccc(Cl)cc2)Sc2ccccc21)NCCN1CCCC1,33%*
O=C1c2ccccc2NC2(C(=O)Nc3ccccc32)N1C1CCCCC1 (stereo unspecified),?
N#CC1=C(N)Oc2c(sc3ccccc23)C1c1ccco1 (stereo unspecified),?
CCN(CC)CCNC(=O)c1ccc2nc(C)c(C)nc2c1,i
COc1cc(/C=C2\C(=O)N(c3cccc(Cl)c3)N=C2C)cc(OC)c1OC,i
COc1ccc(CN2CCCN(CC(=O)Nc3cccc(C)c3)S2(=O)=O)cc1,i

# Reprinted from above, 2 compounds:
SMILES,ST2 inh
CC(=O)N1N=C(c2ccc(C(C)(C)C)cc2)OC12CCCC2,i
CC(=O)N=c1sccn1CC(O)c1ccccc1 (stereo unspecified),i

# (further entries)
SMILES,ST2 inh
O=C(c1cccc(C(=O)N2CCc3ccccc32)n1)N1CCc2ccccc21,?
Oc1ccccc1-c1nnc2n1N=C(c1ccc(Br)s1)CS2,i
CN1CCC(Cc2noc(-c3ccnc(-n4cnnc4)c3)n2)CC1,?
O=C(O)C1CCCCC1C(=O)Nc1ccc(Cl)cc1 (stereo unspecified),i
Cc1nn(CCCC(=O)Nc2ccc(Br)cc2)c(C)c1[N+](=O)[O-],i
CCc1cc2c(=O)c(-c3nc4ccccc4n3C)c(C(F)(F)F)oc2cc1O,i
COc1ccc(C(=O)N[C@H]2CO[C@H]3[C@@H]2OC[C@@H]3Nc2nccc(-c3cccs3)n2)cc1,?
CCCC12CN3CC(C)(CN(C1)C3c1cccc(Br)c1)C2=O (stereo unspecified),i
CNC(=O)C1CCC(Cn2c(=O)c3sccc3n(CC(=O)NCc3ccc(OC)cc3)c2=O)CC1 (stereo unspecified),?
CCO[C@H]1COC[C@@H]1NC1CCN(Cc2ccccn2)CC1,?
CCCCN(C)CCNS(=O)(=O)c1ccc(OCC)c2ncccc12,i
Cc1cc(C(=O)N2CCN(C(C)C)CC2)c2cccc(C)c2n1,i
COc1cccc(CN2CC(C(=O)NCCn3ccc(C)n3)CCC2=O)c1 (stereo unspecified),?
COc1ccccc1NC(=O)c1ccccc1Cl,i
O=C(Nc1ccc(OC(F)(F)F)cc1)N[C@@H]1C=C(C(=O)N[C@H]2CCCNC2=O)C[C@@H](O)[C@@H]1O,?
CCOC(=O)N1CCN(Cc2ccc3c(c2)CN(C(=O)c2noc4c2CCCC4)CCO3)CC1,i
COC(=O)c1cc(O)cc(OC)c1Oc1cc(C)cc(O)c1C(=O)OC,i
COc1ccc2c(c1)CCc1c(C(=O)Nc3c(C)n(C)n(-c4ccccc4)c3=O)noc1-2,i
Cc1nnc([C@H]2CCN(c3nccc(C(F)(F)F)n3)C2)o1,i
Cc1c(C)n(C(=O)CSc2n[nH]c(-c3ccccc3)n2)c2ccccc12,?
COc1cccc([C@@H]2CCN(Cc3cnc(-c4ccccn4)nc3)C[C@H]2O)c1,i
O=C(NCc1cccnc1)Nc1cccc(NC(=O)NCc2cccnc2)c1,?
O=C(Nc1ccccc1C(=O)O)c1ccc2c(c1)C(=O)N(c1ccccn1)C2=O,i
COCCN(Cc1cccs1)C(=O)c1ccc2nc[nH]c2c1,i
CN(CC1CCCNC1)C(=O)c1cccc(NCc2cccs2)c1 (stereo unspecified),i
Cc1ccc(/C=C2/Sc3ccccc3N(CC(=O)NCc3ccccn3)C2=O)cc1,32%*
COc1ccc(C(=O)Nc2ccccc2C(=O)N2CCCCC2C)c(OC)c1OC (stereo unspecified),i
O=C(Nc1nccs1)c1cccc2c1C(=O)c1ccccc1-2,i
CC(C)CCn1c(SCC(C)C)nc2c1c(=O)[nH]c(=O)n2C,i
Fc1ccc2nc(N3CCCC3)sc2c1,i

# Laid out differently: results already given
O=C(Nc1ccccc1C(=O)O)c1ccc2c(c1)C(=O)N(c1ccccn1)C2=O
  ST2 inh: i

O=C(Nc1nccs1)c1cccc2c1C(=O)c1ccccc1-2
  ST2 inh: i

# (next part)
SMILES,ST2 inh
Cc1ccc(C2CC(C(F)(F)F)n3nc(C(=O)N4CCCCC4)c(Cl)c3N2)cc1 (stereo unspecified),i
Cc1ccc([N+](=O)[O-])cc1N=Cc1nc(-c2ccccc2F)oc1O,i
O=C(c1ccco1)N1CCN=C1SCc1cccnc1,i
COCCN=c1cc(-c2ccccc2)oc2ccc(Cl)cc12,i
Cc1ccc(Cn2c(CCNC(=O)Nc3ccccc3)nc3cccnc32)cc1,i
COc1ccc(-n2cc(CN[C@@H](CC(C)C)C(N)=O)c(-c3ccccc3Cl)n2)cc1,i
O=C(Nc1c2c(nn1-c1ccc(Cl)cc1)CSC2)c1ccccc1Br,i
CCN1CCN(CCCNC(=O)c2cc3cc4ccc(Cl)cc4nc3o2)CC1,?
C=CCn1c(SCC(=O)Nc2ccccc2[N+](=O)[O-])nc2sc(CC)cc2c1=O,30%*
COc1cc(C(=O)N2CCCN(C)C3(CCN(C)CC3)C2)nc(OC)n1,33%*
CCc1c(-c2ccccc2)nc2ccccc2c1C(=O)N1CCOCC1,i
CC(C)c1ccc(NC(=O)c2ccc(NC(=O)CCS(=O)(=O)c3cccs3)cc2)cc1,i
Nc1nnc(CCS(=O)(=O)c2ccc(Cl)cc2)s1,i
COC(=O)c1ccc(C(=O)N=c2sc3cc(C)ccc3n2C)cc1,i
O=C(NC1CCCCC1NC(=O)C1CC1c1ccccc1)C1CC1c1ccccc1 (stereo unspecified),i
COc1ccccc1N1CCN([C@H]2[C@@H]3OC[C@@H](O3)[C@@H](NCc3ccc4c(c3)OCO4)[C@@H]2O)CC1,i
O=C(CSc1nnc(Cc2cc(=O)[nH]c(=O)[nH]2)n1-c1ccccc1)NCc1ccccc1,i
Cc1c[nH]c(CN2CCCC(N3CCCC3=O)C2)c(C)c1=O (stereo unspecified),?
COc1cc(C)c(CN2CCN(c3ccc([N+](=O)[O-])cc3)CC2)cc1C,32%*
Cc1ccc(NC(=O)CC2Sc3ccc(C(F)(F)F)cc3NC2=O)cc1 (stereo unspecified),i

# 4 of the compounds above, bar-delimited.
smiles | ST2 inh
Cc1c[nH]c(CN2CCCC(N3CCCC3=O)C2)c(C)c1=O (stereo unspecified) | ?
Cc1ccc(NC(=O)CC2Sc3ccc(C(F)(F)F)cc3NC2=O)cc1 (stereo unspecified) | i
COC(=O)c1ccc(C(=O)N=c2sc3cc(C)ccc3n2C)cc1 | i
O=C(NC1CCCCC1NC(=O)C1CC1c1ccccc1)C1CC1c1ccccc1 (stereo unspecified) | i

# Next part:
SMILES,ST2 inh
Cc1ccccc1-c1cc(O)c2c(c1)CN(Cc1cn(C)nc1C)CCO2,?
COC(=O)c1c(C)oc2ccc(OC(=O)C(C)C)cc12,i
O=C(NCc1ccccn1)Nc1ccc(F)cc1,?
COc1ccc2nc(N3CCCC(C(=O)NCCN4CCOCC4)C3)sc2c1 (stereo unspecified),i
